Screening data (PubChem)
GAA inhib – inhibitors of human lysosomal alpha-glucosidase. P10253. purified human GAA, 4-MU-alpha-glucoside fluorescence. Potency, µM (top dose mostly 76.9 µM), without a hit: at the top dose activity change, negative = inhibition, hits mostly inhibitors. actives 0.005% (n = 200,000);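 note: plate controls were uninhibited enzyme wells for no effect and no-enzyme background for full effect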
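Fluorogenic assay: 4 nM human alpha-glucosidase with 400 uM 4-methylumbelliferyl-alpha-D-pyranoside in 50 mM citrate/phosphate, 0.005% Tween-20, pH 5.0, 20 min at room temperature. Compounds tested up to 77 uM; AC50 from Hill fits.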
GLA spleen mod – inhibitors or activators of human alpha-galactosidase in spleen homogenate; P06280; human spleen homogenate, 4MU-alpha-Gal fluorescence, 40 min; Potency, µM (doses to about 80 µM), for inactives: top-dose activity change, negative = inhibition, most hits filed as inhibitors; actives 0.008% (n = 240,000);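 note: 0% = enzyme with vehicle and -100% = no enzyme basal signal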
Target sequence (P06280 32-429 limits assumed): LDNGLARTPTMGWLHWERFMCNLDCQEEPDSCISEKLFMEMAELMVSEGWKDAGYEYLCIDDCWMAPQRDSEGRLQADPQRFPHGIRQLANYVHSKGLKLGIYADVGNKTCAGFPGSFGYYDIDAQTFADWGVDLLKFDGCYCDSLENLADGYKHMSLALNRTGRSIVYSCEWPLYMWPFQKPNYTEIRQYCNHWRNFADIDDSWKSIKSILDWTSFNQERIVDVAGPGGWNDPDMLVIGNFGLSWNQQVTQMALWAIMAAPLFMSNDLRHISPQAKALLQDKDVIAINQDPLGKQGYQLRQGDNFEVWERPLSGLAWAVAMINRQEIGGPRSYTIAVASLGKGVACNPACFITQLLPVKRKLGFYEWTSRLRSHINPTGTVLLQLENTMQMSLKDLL
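Human spleen homogenate (1 ug) as enzyme source, 4-methylumbelliferyl-alpha-D-galactopyranoside 1 mM final, citrate/phosphate pH 5.0 with 0.01% Tween-20. Compounds 40 min at 37C, NaOH/glycine stop; fluorescence Ex 365/Em 440, Hill-fit AC50.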
SMN2 splice up – SMN2 splice variant enhancement | Potency, µM (doses to about 46.1 µM), without a hit: top-dose activity change, positive = activation, most hits filed as activators | AID 1458 | HEK293 SMN2-luciferase splicing reporter, luminescence, 30-36 h | actives 2.8% (n = 210,000); note: % of control where 0% means no effect; nearly all actives have a fitted effect of over 55% in size
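HEK293 cells carry an SMN2 minigene-luciferase reporter in which exon 7 inclusion puts luciferase in frame. Cells were seeded at 2000 cells/well, attached for 10-12 hours, then exposed to compounds for 30-36 hours at 37C before ONE-Glo luminescence.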
ALDH1A1 block – ALDH1A1 (human) enzyme inhibition; P00352; Purified ALDH1A1, NADH fluorescence, propionaldehyde substrate; Potency, µM (series often up to 75.3 µM), for inactives: at the top dose activity, negative = inhibition, usual class: inhibitors; actives 7.3% (n = 220,000); active = well fitted inhibition curve with a large enough effect, not every such curve was filed as active; inconclusive = small, poorly fitted or top-dose-only effect, or another doubt; inactive = no such curve, though single readings can be large or run the other way;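 note: plate controls were no enzyme wells and a reference inhibitor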
GAA glycogen mod – inhibitors or activators of human alpha-glucosidase glycogen cleavage; P10253; recombinant GAA, glycogen substrate, Amplex Red glucose oxidase fluorescence; Potency, µM (top dose mostly 76.4 µM), for inactives: at the top dose activity change, negative = inhibition, actives largely listed as inhibitors; actives 0.38% (n = 300,000);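 note: 0% = full enzyme reaction and -100% = no-enzyme basal signal; the screen sought inhibitors and activators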
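Natural-substrate format: glycogen cleavage by 4 nM human enzyme, glucose read by Amplex Red coupling (Ex 573, Em 610 nm). Normalized to enzyme and no-enzyme controls.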
JMJD2E inh – inhibitors of human JMJD2E histone demethylase. JMJD2E catalytic domain, FDH-coupled NADH fluorescence (FDH is formaldehyde dehydrogenase). AID 2147. Potency, µM (top dose mostly 57.1 µM), without a hit: at the highest dose activity change, negative = inhibition, most hits filed as inhibitors. B2RXH2. actives 1.6% (n = 230,000); active = well fitted inhibition curve with a large enough effect, not every such curve was filed as active; inconclusive = small, poorly fitted or top-dose-only effect, or another doubt; inactive = no such curve, though single readings can be large or run the other way;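 note: 0% = wells with enzyme and -100% = buffer wells without enzyme; nearly all actives have a fitted effect of over 50% in size; many of its hits are not listed in these tables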
Target sequence (B2RXH2 1-337 limits assumed): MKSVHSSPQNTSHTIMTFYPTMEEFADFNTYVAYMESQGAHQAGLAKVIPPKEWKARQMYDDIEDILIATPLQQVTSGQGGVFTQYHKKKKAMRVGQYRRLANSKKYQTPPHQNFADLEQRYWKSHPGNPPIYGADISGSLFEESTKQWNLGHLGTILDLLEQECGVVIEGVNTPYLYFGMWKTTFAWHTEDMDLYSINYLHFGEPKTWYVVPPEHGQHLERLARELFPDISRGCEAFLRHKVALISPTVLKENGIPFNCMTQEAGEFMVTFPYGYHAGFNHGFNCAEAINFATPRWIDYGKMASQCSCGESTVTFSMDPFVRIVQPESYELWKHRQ
GoLoco inh red – blocks human Gai1 binding to RGS12 GoLoco peptide, red readout; P63096; Gai1:RGS12 GoLoco peptide FP, rhodamine, 10 min; Potency, µM (top dose mostly 61.6 µM), for inactives: top-dose activity, negative = inhibition, usual class: inhibitors; actives 0.44% (n = 230,000); active = well fitted inhibition curve with a large enough effect, not every such curve was filed as active; inactive = no such curve, though single readings can be large or run the other way; note: % is set by controls: 0 for no effect and ±100 for the full control effect; nearly all actives have a fitted effect of over 30% in size; many of its hits are not listed in these tables
Target sequence (P63096 whole entry, looked up): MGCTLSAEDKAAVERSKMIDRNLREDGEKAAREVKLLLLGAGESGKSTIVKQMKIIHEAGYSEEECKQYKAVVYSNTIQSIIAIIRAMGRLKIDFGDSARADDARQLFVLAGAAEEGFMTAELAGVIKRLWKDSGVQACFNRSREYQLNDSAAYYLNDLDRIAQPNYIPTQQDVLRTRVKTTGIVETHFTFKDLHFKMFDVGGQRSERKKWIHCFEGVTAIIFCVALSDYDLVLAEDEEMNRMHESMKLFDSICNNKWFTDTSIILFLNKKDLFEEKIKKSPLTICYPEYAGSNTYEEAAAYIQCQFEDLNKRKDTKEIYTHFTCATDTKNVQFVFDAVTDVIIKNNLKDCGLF
GAA spleen mod – inhibits or activates alpha-glucosidase in human spleen homogenate. P10253. actives 0.006% (n = 240,000). Potency, µM (series often up to 79.9 µM), for inactives: at the top dose activity change, negative = inhibition, actives largely listed as inhibitors. human spleen homogenate, 4-MU-alpha-glucoside fluorescence;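 note: 0% = enzyme with vehicle and -100% = no enzyme basal signal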
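Compounds were titrated against alpha-glucosidase in spleen homogenate at pH 5.0, with 1 mM 4-methylumbelliferyl substrate for 40 min at 37 C. Reactions were quenched with pH 10 NaOH/glycine and fluorescence measured.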
Numbers without * were called inactive; ? = inconclusive; / = no result given; & = joins results of further samples; [ ] = another dose, or the depositor's remark. Unless noted, calls come from the whole dose curve; as a rule, active = well fitted curve in the direction sought with a large enough effect; inconclusive = small, poorly fitted or top-dose-only effect, or another doubt; inactive = no such curve, though single readings can be large; an effect the other way counts as inactive or inconclusive. Potency is the fitted concentration of half-maximal effect. These rows are one share of the data; count on the stated rates, not on these rows.

SMILES | GAA inhib | GLA spleen mod | SMN2 splice up | ALDH1A1 block | GAA glycogen mod | JMJD2E inh | GoLoco inh red | GAA spleen mod
COc1ccc(-c2csc(NC(=O)c3cccc(S(=O)(=O)N4CCN(C)CC4)c3)n2)cc1 | -10.9% | -3.1% | / | ? | 5.4% | ? | 30.7%[activator] | 4.1%
CC(C)(C)C1c2[nH]c3ccccc3c2CCN1CCCn1cccn1 (stereo not given) | / | -4.2% | / | -1.1% | -10.1% | ? | 3.9% | -18.2%
Oc1c(Br)cc(Br)cc1C=Nc1ccc2[nH]ncc2c1 | / | 4.1% | / | / | -8.8% | 231.9%[activator] | 38.2%[activator] | -2.6%
CCCOc1ccc(N2C(=O)CC(NCCNc3ccc([N+](=O)[O-])cn3)C2=O)cc1 (stereo not given) | / | -2.4% | / | / | 3.1% | -3.8% | 0.5% | -4.2%
O=C1CCCC2=C1C(c1ccc(Cl)cc1)N1C(=O)CCSC1=N2 (stereo not given) | 3.7% | 1.8% | 20.2% | 4.5% | 1.0% | -1.8% | 11.8% | 3.2%
COc1cc(NC(=O)CCNC(=O)Cn2cnc3ccccc3c2=O)cc(OC)c1OC | 2.9% | 7.6% | -5.8%&-1.7% | 6.5% | 5.5%[76.3 µM] | -4.9% | 7.7% | 5.1%
C=CCOc1ccc(/C=N/NC(C)=O)cc1OCC | 4.4% | 12.0% | -2.2% | 2.7% | -7.5% | -3.6% | 9.4% | 7.9%
COc1ccc(NCc2nnc(SCCN3CCCCC3)n2-c2ccc(C)cc2)cc1 | 10.0% | -1.8% | -10.2% | -9.3% | -26.6% | -5.6% | 10.2% | -6.0%
C=CC1=C2C=C(C3CC3)N(Cc3ccc4c(c3)OCO4)C=C2C(=O)C(C)(OC(=O)c2ccco2)C1=O (stereo not given) | / | -2.2%[17.5 µM] | -4.6%[9.22 µM] | -1.3%[13.5 µM] | / | -27.6%[11.4 µM] | -5.1%[14.2 µM] | -0.2%[17.4 µM]
CC1CCN(c2ccccc2NC(=O)c2ccc(N3CCOCC3)c([N+](=O)[O-])c2)CC1 | 3.5% | 6.0% | -3.8% | 9.6% | -5.9% | 4.2% | 5.9% | 4.2%
CCN(CC)c1ccc(/C=N/N2CCN(Cc3ccccc3)CC2)cc1 | 2.7% | -7.6% | -29.4% | 7.94µM* | -5.7% | ? | 1.5% | -3.0%
CC1=NOC(=O)/C1=C\c1ccc(-c2cccc(Cl)c2)o1 | -0.3% | -5.5% | -49.6%[inhibitor] | ? | 8.6% | 10.5% | 39.7%[activator] | -14.4%
COc1ccc(OC)c(S(=O)(=O)Nc2ccc(C)c(C)c2)c1 | -3.6% | 1.3% | -0.8% | ? | 2.3% | -2.3% | -8.5% | -2.1%
Nn1c(=O)c2ccccc2n2c(SCc3ccc(C(F)(F)F)cc3)nnc12 | -11.3% | -9.6% | -24.7% | 22.4µM* | 2.8% | -1.3% | 2.2% | -3.3%
CN(C)c1ccc(/C=N\NC(=O)CC#N)cc1 | 1.4% | 2.6% | 10.6% | ? | 7.1% | ? | -2.5% | -1.3%
C(=N\c1ncnc2sccc12)/NOCc1ccccc1 | 2.0% | -13.0% | -94.4%[inhibitor] | 2.5% | -0.2% | -3.2% | -2.2% | -3.6%
CC(C)N(Cc1ccccc1)C(=O)COC(=O)c1cnccn1 | 2.1% | -2.6% | 3.1% | ? | -1.3% | 4.8% | 0.6% | -0.6%
COc1ccc(S(=O)(=O)NCCSCc2ccco2)cc1Cl | -6.7% | 3.0% | 4.0% | 20µM* | -4.1% | 1.1% | 2.0% | 2.0%
CC(C(N)=O)N1c2cccc3cccc(c23)S1(=O)=O (stereo not given) | 8.5% | -1.2% | 16.7% | -16.9% | 13.4% | ? | -3.9% | -0.9%
Cc1cccc(OCc2nnc(SCC(=O)N3c4ccccc4CCc4ccccc43)o2)c1 | / | 2.6% | / | / | 0.7% | -4.8% | 1.1% | 5.0%
CCCN1CCc2c(sc(NC(=S)NC(=O)c3ccccc3)c2C#N)C1 | ? | 26.1% | -3.2% | 7.94µM* | ? | ? | 64.2%[activator] | 15.1%
CCN1CCN(Cc2ccc(NC(=O)c3ccc(C)c(NC(=O)c4ccc5n[nH]nc5c4)c3)cc2C(F)(F)F)CC1 | / | 5.6% | / | / | 0.1% | 11.0% | 0.8% | -5.0%
CCOc1ccc(S(=O)(=O)n2cc(F)c(=O)[nH]c2=O)cc1 | 14.1% | 0.3% | 1.0% | -7.8% | 15.6% | 1.5% | 10.6% | -2.1%
COc1ccccc1N1CCN(CC(=O)Nc2ccc(-n3cnnn3)cc2)CC1 | -0.1% | 3.7% | -19.9% | 4.6% | 4.3% | ? | -3.5% | 8.0%
COc1ccccc1-c1cc(NCc2ccccc2)ncn1 | / | 2.9% | / | ? | / | / | -0.8% | 7.0%
CSc1nnc2c(n1)OC(c1ccccn1)N(C(C)=O)c1ccccc1-2 (stereo not given) | 0.2% | -4.8% | -0.1% | 18.5% | 22.3% | -9.2% | 18.2% | -2.3%
Nc1nc(NCC2CCCO2)nc(Nc2cccc(Cl)c2)c1[N+](=O)[O-] (stereo not given) | / | -1.5% | / | / | 2.3% | 12.1% | 3.9% | -4.3%
CCNS(=O)(=O)c1ccc(NC(=O)c2c(-c3ccccc3)noc2C)cc1 | / | 4.4% | / | -16.7% | 5.3% | -0.2% | 4.3% | 0.8%
O=C(NNC(=S)Nc1cccc(C(F)(F)F)c1)c1ccc(Cl)cc1Cl | 1.0% | -5.9% | -22.4% | 20µM* | -3.2% | -9.5% | 10.6% | 7.3%
CCn1c(SCC(N)=O)nc2ccccc2c1=O | -10.2% | 1.0% | 4.0% | 7.4% | -4.8% | 0.5% | 8.0% | -6.5%
COc1cc(/C=N\NC(=O)c2ccccc2F)ccc1Oc1ccc([N+](=O)[O-])cn1 | / | -9.0% | / | / | 3.2% | -4.6% | 10.5% | -12.9%
CCOCCCNC(=O)Cn1cc2c(n1)CCCCC2 | -0.1% | 6.9% | 10.9% | -0.2% | 2.7% | 2.5% | 3.4% | -16.3%
CCOc1c2ccc(C(=O)NC3CCCc4ccccc43)cc2nn1CC (stereo not given) | 6.6% | 5.9% | -46.1%[inhibitor] | ? | 4.9% | ? | 1.9% | 3.0%
CCOc1cc(C(=O)NC(C)c2ccncc2)cc(OCC)c1OCC (stereo not given) | -2.8% | -3.7% | -6.4% | 15.8% | -0.5% | -2.5% | 11.9% | -3.6%
COC(=O)c1sccc1NC(=O)c1ccc(OC)cc1 | -5.1% | -10.5% | -14.0% | ? | -0.4% | ? | 3.6% | -10.6%
CC1CCCN(c2ccc([N+](=O)[O-])s2)C1 (stereo not given) | -2.3% | -16.7% | 6.0% | ? | -4.5% | -8.2% | 1.8% | -10.9%
CC1(C)NC(C(=O)O)Cc2c1[nH]c1ccccc21 (stereo not given) | -7.1% | 7.9% | 6.6% | 10.8% | -14.6% | ? | 9.2% | 4.9%
COc1cc(C(=O)Nc2ccccc2N2CCN(S(C)(=O)=O)CC2)cc(OC)c1OC | -3.1% | 18.0% | -1.7% | -10.1% | 5.4% | -4.9% | 6.5% | -23.6%
Fc1ccc(C2c3[nH]c4ccccc4c3CCN2CCCn2cccn2)cc1 (stereo not given) | / | 0.8% | / | / | -3.2% | ? | 10.3% | -3.4%
CCCCN(C(=O)c1cnc2n(c1=O)CCS2)c1ccccc1 | -6.0% | -4.4% | -0.1% | -3.6% | 3.1% | 1.0% | -2.1% | -5.9%
Cc1cccc(-c2c3c(=O)n(C)c(=O)n(C)c3cn2C(C)(C)C)c1 | 1.8% | 0.5% | 4.0% | ? | -7.6% | -1.5% | 0.2% | 1.5%
CC(C)COc1ccc(C/C(N)=N/n2cnnc2)cc1 | -7.5% | -2.7% | -42.2%[inhibitor] | -4.5% | 9.6% | 4.9% | 6.9% | -1.8%
CC(=O)Nc1c(C)nn(C(C)=O)c1C | -2.6% | 0.4% | 9.4% | 6.5% | 12.0% | 4.1% | 7.7% | 9.2%
O=c1cnc2cnc(N3CCOCC3)nc2n1C1CC1 | / | -0.2% | / | -1.8% | / | / | 12.6% | -1.0%
O=C(CCCCC(=O)N1CCOCCOCCOCC1)OCc1ccccc1 | / | 5.9% | / | / | -2.6% | 5.0% | 10.3% | 7.4%

Quoted at random: five records from the list.
SMILES | GAA inhib | GLA spleen mod | SMN2 splice up | ALDH1A1 block | GAA glycogen mod | JMJD2E inh | GoLoco inh red | GAA spleen mod
CC(=O)Nc1c(C)nn(C(C)=O)c1C | -2.6% | 0.4% | 9.4% | 6.5% | 12.0% | 4.1% | 7.7% | 9.2%
CCOc1cc(C(=O)NC(C)c2ccncc2)cc(OCC)c1OCC (stereo not given) | -2.8% | -3.7% | -6.4% | 15.8% | -0.5% | -2.5% | 11.9% | -3.6%
COc1cc(/C=N\NC(=O)c2ccccc2F)ccc1Oc1ccc([N+](=O)[O-])cn1 | / | -9.0% | / | / | 3.2% | -4.6% | 10.5% | -12.9%
CCCCN(C(=O)c1cnc2n(c1=O)CCS2)c1ccccc1 | -6.0% | -4.4% | -0.1% | -3.6% | 3.1% | 1.0% | -2.1% | -5.9%
CC1CCCN(c2ccc([N+](=O)[O-])s2)C1 (stereo not given) | -2.3% | -16.7% | 6.0% | ? | -4.5% | -8.2% | 1.8% | -10.9%

Next section
SMILES | GAA inhib | GLA spleen mod | SMN2 splice up | ALDH1A1 block | GAA glycogen mod | JMJD2E inh | GoLoco inh red | GAA spleen mod
O=C(NC1c2ccccc2-c2ccccc21)N1CCOCC1 | 2.0% | 0.7% | -8.7% | -1.4% | -3.7% | 5.6% | 1.0% | -5.4%
COCCCNC(=O)Cn1cc(C(=O)c2cccs2)c2ccccc21 | 1.1% | 3.7% | -6.2% | ? | 2.8% | -5.6% | 0.2% | -4.0%
Cc1onc(-c2c(F)cccc2Cl)c1C(=O)OCN1C(=O)c2ccccc2C1=O | -0.5% | -4.0% | 23.2% | 2.6% | 1.0% | 0.9% | -3.9% | -10.3%
CCc1nnc(NC(=O)Nc2ccc(OC)cc2)s1 | -0.1% | 9.7% | 29.5% | -5.7% | 6.2% | 5.8% | 5.3% | 8.7%
Cc1csc(NC(=O)c2ccncc2)n1 | / | 4.0% | / | / | 3.3% | -5.7% | 26.4% | 0.6%
